High-throughput results deposited in PubChem BioAssay by National Center for Advancing Translational Sciences (NCATS).
POLH inh – blocks human DNA polymerase eta activity; AID 588591; Potency, µM (highest dose often 114 µM), for the others: top-dose activity change, negative = inhibition, actives largely listed as inhibitors; recombinant Pol eta, fluorescent DNA replication assay; Q9Y253; 390,000 tested, 1.2% active; further: potency means the concentration at half of the fitted maximal effect; on the % scale 0 is the no-effect control and ±100 the full control effect
Target sequence (Q9Y253 whole entry, looked up): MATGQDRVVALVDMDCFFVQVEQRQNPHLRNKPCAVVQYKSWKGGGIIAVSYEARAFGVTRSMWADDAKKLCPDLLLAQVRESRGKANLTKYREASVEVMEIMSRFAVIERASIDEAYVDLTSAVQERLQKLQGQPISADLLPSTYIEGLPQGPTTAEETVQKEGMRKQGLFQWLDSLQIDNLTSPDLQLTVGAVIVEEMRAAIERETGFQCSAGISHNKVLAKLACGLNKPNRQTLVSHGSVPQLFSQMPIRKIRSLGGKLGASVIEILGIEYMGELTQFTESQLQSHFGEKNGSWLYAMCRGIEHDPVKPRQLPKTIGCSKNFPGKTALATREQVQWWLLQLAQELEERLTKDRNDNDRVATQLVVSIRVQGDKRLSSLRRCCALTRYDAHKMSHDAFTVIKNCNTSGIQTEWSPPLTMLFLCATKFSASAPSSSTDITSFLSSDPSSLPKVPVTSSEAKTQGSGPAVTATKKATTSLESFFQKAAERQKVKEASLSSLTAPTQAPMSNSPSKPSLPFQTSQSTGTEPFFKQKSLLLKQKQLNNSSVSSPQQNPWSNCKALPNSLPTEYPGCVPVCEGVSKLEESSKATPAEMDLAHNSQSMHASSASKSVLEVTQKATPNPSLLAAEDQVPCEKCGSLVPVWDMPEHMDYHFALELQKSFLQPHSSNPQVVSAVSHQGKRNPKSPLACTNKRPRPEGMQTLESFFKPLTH
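Pol eta (10 nM) was preincubated with compounds for 15 min at room temperature, after which fluorescent replication substrate (50 nM final) was added to start the reaction. Fluorescence was read kinetically at 0 and 10 min.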
PI4K2A inh – PI4K2A (human) kinase inhibition | activity change, negative = inhibition, % at 76.9 µM | Q9BTU6 | 420,000 tested, 0.13% active | purified PI4K2A, ADP-Glo luminescence, 1 h; stronger effect = lower value; in the data active means activity change below about -50%; inconclusive means mostly about -30% to -49%;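 further: -100% = wells without enzyme as full effect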
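Compounds are screened against recombinant PI4K2A using PI as substrate and ATP, the latter dispensed at 300 microM. Reactions run one hour at ambient temperature before ADP-Glo detection; full inhibition defined by wells lacking enzyme.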
HP1b binding inh – HP1-beta chromodomain-methylated histone interaction inhibition | AlphaScreen HP1-beta / biotin-H3K9me3 peptide binding | Potency, µM (top dose mostly 114 µM), without a hit: at the top dose activity change, negative = inhibition, usual class: inhibitors | 390,000 tested, 0.56% active | AID 540317; further: potency means the concentration at half of the fitted maximal effect; nearly all actives have a fitted effect of over 70% in size; inactives centre near 23
Target sequence (P83916 whole entry, looked up): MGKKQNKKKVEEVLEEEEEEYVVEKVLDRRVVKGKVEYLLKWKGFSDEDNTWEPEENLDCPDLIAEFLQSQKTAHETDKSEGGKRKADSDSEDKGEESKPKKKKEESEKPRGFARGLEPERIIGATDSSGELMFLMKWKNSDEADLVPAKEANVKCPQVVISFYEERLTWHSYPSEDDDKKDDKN
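HP1-beta protein (50 nM final) preincubated 30 min at room temperature with biotinylated H3(1-18)K9me3 peptide (50 nM) in PBS pH 7.4, 0.01% Tween-20, then compound added for 30 min. AlphaScreen streptavidin donor/nickel chelate acceptor beads (10 ug/mL final), 30 min dark, luminescence read.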
JMJD2A Tudor – blocks the human JMJD2A Tudor domain; 390,000 tested, 4.4% active; AlphaScreen JMJD2A-Tudor / H3K4me3 peptide binding; O75164; Potency, µM (doses to about 114 µM), inactives show at the highest dose activity change, negative = inhibition, most hits filed as inhibitors; further: potency means the concentration at half of the fitted maximal effect; on the % scale 0 is the no-effect control and ±100 the full control effect; nearly all actives have a fitted effect of over 50% in size
BAZ2B block – blocks human BAZ2B; Potency, µM (titrated, usually from 114 µM), without a hit: at the highest dose activity change, negative = inhibition, usual class: inhibitors; AID 504333; AlphaScreen BAZ2B-H3K14Ac peptide displacement; 360,000 tested, 4.4% active; further: potency means the concentration at half of the fitted maximal effect; on the % scale 0 is the no-effect control and ±100 the full control effect; nearly all actives have a fitted effect of over 60% in size
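Compounds, titrated to a top concentration of 110 uM, were incubated 30 min at room temperature with preformed BAZ2B/acetyl-K14 H3 peptide complex (50 nM each). Proximity signal was measured by AlphaScreen after 20 min with beads.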
GLS inh – blocks human kidney-isoform glutaminase activity; 410,000 tested, 0.21% active; GLS enzymatic activity, qHTS titration; Potency, µM (doses to about 45.5 µM), for the others: at the highest dose activity change, negative = inhibition, hits mostly inhibitors; further: potency means the concentration at half of the fitted maximal effect; on the % scale 0 is the no-effect control and ±100 the full control effect
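Enzyme dispensed in phosphate buffer (45 mM, pH 8.2, 0.02% Tween-20), compounds pinned in, then 1 mM L-glutamine solution and the glutamate oxidase–HRP–Amplex Red mix added; fluorescence read immediately and again after 30 min at room temperature.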
Tb PGK inh – T. brucei PGK inhibition; AID 602233; PGK/GAPDH coupled, Kinase-Glo luminescence, 60 min; P07378; Potency, µM (series often up to 57.5 µM), for inactives: at the highest dose activity change, negative = inhibition, usual class: inhibitors; 380,000 tested, 0.043% active; further: potency means the concentration at half of the fitted maximal effect; on the % scale 0 is the no-effect control and ±100 the full control effect; nearly all actives have a fitted effect of over 60% in size
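Recombinant glycosomal PGK reaction used 1,3-bisphosphoglycerate generated in-well by GAPDH (100nM final) in 100mM TEA pH 7.6, 5mM MgCl2, 0.01% Tween-20. After 60 minutes at room temperature, ATP was read by Kinase-Glo Plus luminescence end-point.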
G9a inh – blocks human histone lysine methyltransferase G9a. G9a H3K9 monomethylation, AlphaScreen, 2 h. Potency, µM (top dose mostly 102 µM), inactives show at the highest dose activity, negative = inhibition, actives largely listed as inhibitors. 350,000 tested, 8.8% active; further: potency means the concentration at half of the fitted maximal effect; on the % scale 0 is the no-effect control and ±100 the full control effect; nearly all actives have a fitted effect of over 75% in size
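Compounds were preincubated with 20 nM G9a for 15 min, after which biotinylated H3K9 peptide (500 nM) and SAM (20 uM) started a 2 h room-temperature reaction. Monomethylated product was quantified by antibody-based AlphaScreen chemiluminescence.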
Pin1 inhibitor – human Pin1 inhibition; Pin1 FP peptide displacement, HiFluor488, 10 min; 390,000 tested, 0.009% active; AID 504891; Q13526; Potency, µM (titrated, usually from 115 µM), without a hit: at the highest dose activity, negative = inhibition, actives largely listed as inhibitors; active means well fitted inhibition curve with a large enough effect in the polarisation, with a control signal flat, not every such curve was filed as active; inconclusive means small, poorly fitted or top-dose-only effect, or effect the other way, or a change in a side signal; inactive means no such curve, though single readings can be large or run the other way; the % refers to the polarisation; further: potency means the concentration at half of the fitted maximal effect; on the % scale 0 is the no-effect control and ±100 the full control effect
Target sequence (Q13526 whole entry, looked up): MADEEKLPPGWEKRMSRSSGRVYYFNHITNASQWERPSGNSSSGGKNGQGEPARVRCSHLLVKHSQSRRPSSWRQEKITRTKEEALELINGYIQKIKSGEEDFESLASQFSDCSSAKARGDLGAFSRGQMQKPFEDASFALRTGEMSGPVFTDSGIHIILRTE
* marks the source's active call; other numbers are inactive results; i = inactive; ? = inconclusive; nt = not tested or not shown; & = joins results of further samples; ! = not active in a repeat; [ ] = another dose, or the depositor's remark. Unless noted, the call rests on the fitted dose curve; in most records, active means well fitted curve in the direction sought with a large enough effect; inconclusive means small, poorly fitted or top-dose-only effect, or another doubt; inactive means no such curve, though single readings can be large; an effect the other way counts as inactive or inconclusive.

SMILES	POLH inh	PI4K2A inh	HP1b binding inh	JMJD2A Tudor	BAZ2B block	GLS inh	Tb PGK inh	G9a inh	Pin1 inhibitor
O=C(Nc1cc(S(=O)(=O)N2CCOCC2)ccc1N1CCOCC1)c1ccc(S(=O)(=O)N2CCCCC2)cc1	-9%	0	28%	-19%	4%	1%	2%	16%	15%
Cc1noc(C)c1C(=O)OCC(=O)Nc1cccc(S(N)(=O)=O)c1	4%	-3	6%	-3%	-28%	0%	-8%	4%[12.7 µM]	3%
COc1cccc(-c2cc(C(=O)Nc3cnn(Cc4ccc(F)cc4)c3)no2)c1	-12%	-5	4%	-8%	-1%	1%	1%	?	2%
COc1ccc(S(=O)(=O)N2CCCC2C(=O)Nc2nc3c(s2)CCCC3)cc1 (centres undefined)	0%	29	6%	-36%	?	0%	-8%	?	-4%
Cc1ccc(NC(=O)C2CCC(=O)N2C(=O)OCc2ccccc2)cc1 (centres undefined)	-9%	-2	10%	-4%	-2%	9%	6%	-11%	4%
CC(=O)Nc1ccc(S(=O)(=O)N(C)CC(=O)OCC(=O)N2CCc3ccccc32)cc1	-17%	2	33%	5%	2%	-13%	3%	50µM*	-14%
COc1ccccc1-n1cnc2cc(NC(=O)c3ccco3)ccc21	-9%	-4	38%	-13%	6%	-5%	-3%	31%[12.7 µM]	-3%
CSCCC(NS(=O)(=O)c1ccc2c(c1)oc(=O)n2C)C(=O)NCc1ccc(Cl)cc1 (centres undefined)	-9%	3	15%	-8%	8%	-11%	-8%	-18%[59 µM]	5%
COc1ccc(Br)cc1CNC(=O)Cc1c(C(=O)O)[nH]c2ccc(Cl)cc12	7%	0	13%	-9%	-21%	5%	-3%	?	-1%
CCOc1ccccc1CNC(=O)C1Cc2cc(S(=O)(=O)N3CCCCC3)ccc2N1C(C)=O (centres undefined)	-3%	-13	14%	-16%	-5%	1%	4%	1%	1%
CN(Cc1ccccc1)C(=O)CSc1nc2ccccc2[nH]1	-24%	4	4%	-10%	-1%	4%	i	2%[59 µM]	-3%
CCC/C(=N\NC(=O)c1ccc(CSc2nncn2C)cc1)c1ccccc1	-22%	0	36%	-5%	18%	4%	-2%	3%[59 µM]	0%
C[C@@]12CCC=C[C@H]1[C@H](c1ccc3ccccc3c1)N(Cc1ccccc1)C2=O	-15%	-3	22%	-23%	-10%	20%	-2%	-37%[59 µM]	10%
O=C(Cn1ncc2c1-c1ccccc1OC2)N1CCN(Cc2ccccc2)CC1	-5%	3	32%	-9%	-13%	7%	i	2%	0%
COc1ccc(NC(=O)CN2C(=O)C(C)(C)c3cc(S(=O)(=O)N4CCCCC4)ccc32)cc1Cl	-25%	2	20%[57 µM]	-19%	-2%	3%	-5%	-4%[59 µM]	13%
COc1cc(OC)c(NC(=O)Cn2nc(C)n3cccc3c2=O)cc1Cl	12%	2	54%[activator]	-8%	-11%	-7%	0%	-41%[59 µM]	32%[activator]
CCCCN(C(=O)CSc1nc(CCC)cc(=O)[nH]1)c1c(N)n(Cc2ccccc2)c(=O)[nH]c1=O	-9%	-2	11%[57 µM]	-12%	nt	1%	-8%	nt	-4%
COc1ccccc1N1CCN(CCN(C(=O)C2CCCCC2)c2ccccn2)CC1	0%	-65*!	35%&5%	-11%&-22%	2%	25%&28%	9%&-9%	0%&-5%[59 µM]	-3%&1%
O=C(CSc1nc2ccccc2n1Cc1ccccc1F)NCc1ccccc1	-15%	0	46%	-6%	-1%	0%	i	18%[59 µM]	-11%
COc1ccc(CNCCC(c2ccc(F)cc2)c2ccc(OC(C)C)cc2)cc1OC (centres undefined)	-17%	4	44%	-27%	-26%	-6%	-6%	5%[59 µM]	5%
Cc1nc(CCNC(=O)CC2C(=O)NCCN2Cc2ccoc2)nc2c1CCCC2 (centres undefined)	0%	-9	30%	-14%	0%	0%	-3%	nt	-2%
OCC(CO)c1cnnc2ccccc12	-19%	-4	44%[activator]	1%	nt	-3%	-1%	nt	-2%
CCOc1ccc(-c2nonc2NC(=O)c2oc3ccc(F)cc3c2C)cc1	-17%	-3	12%	-11%	0%	-7%	-6%	3%[59 µM]	3%
CN(C)CCCN(C(=O)COc1ccc(Cl)cc1)c1nc2c(F)cccc2s1	12%	3	15%	0%[11.4 µM]	nt	7%	0%	?	0%
COCCN(C(=O)CSc1ncc(C(F)(F)F)cc1Cl)c1c(N)n(Cc2ccccc2)c(=O)[nH]c1=O	-19%	-3	31%	-6%	-13%	1%	3%	5%	-5%
COc1cc(/C=C/C(=O)O)cc(S(=O)(=O)NC2CC2)c1OC	-17%	-4	3%	-19%[57.1 µM]	5%	-3%	-1%	-1%[59 µM]	0%
ClC(CCN1CCN(Cc2ccccc2)CC1)c1ccccc1 (centres undefined)	-26%	-2	11%	50µM*	nt	0%	1%	nt	-1%
O=C(COC(=O)c1cncc(Br)c1)Nc1ccc(S(=O)(=O)N2CCOCC2)cc1	-1%	-2	nt	nt	nt	3%	4%	nt	nt
CCN(CC)CCCNC(=O)Cn1cnc2sc(C)c(S(=O)(=O)N3CCN(c4ncccn4)CC3)c2c1=O	-8%	-1	29%	2%	nt	8%	7%	-36%	5%
CCN(CC)S(=O)(=O)c1cccc(-c2nnc(-c3ccc(C)cc3)o2)c1	-1%	0	20%	?	-5%	1%	-7%	10%[2.33 µM]	-18%
CC(=O)Nc1ccc(NC(=O)CSc2nnc(NC(=O)c3ccco3)s2)cc1	-9%	1	20%	-3%	-3%	7%	16%	nt	-7%
O=C(NC1CCCCC1)NC12CC3CC(CC(C3)C1)C2	-5%	0	50%	4%	2%	-5%	-8%	-31%	-4%
CC(C)c1ccc(NC(=O)C2CCN(S(=O)(=O)c3cccc4nsnc34)CC2)cc1	-3%	2	26%	-7%	nt	-4%	i	-18%[59 µM]	-1%
OCC1OC(n2cnc3c(NC4CCCC4)ncnc32)C(O)C1O (centres undefined)	-7%	5	46%[activator]	2%	nt	-6%	-1%	nt	-10%
COc1ccc(N(CC(=O)N2CCc3ccccc3C2)S(C)(=O)=O)cc1OC	0%	-4	25%	-3%	7%	15%	2%	?	-11%
C=CCNCCCCOc1ccc(C)cc1[N+](=O)[O-]	-13%	13	18µM*	7.9µM*	56µM*	-11%	-7%	13µM*	-8%
CCCn1c(SCC(=O)Nc2ccccc2Cl)n[nH]c1=O	-19%	-1	22%	-6%	-1%	3%	-9%	-5%[12.7 µM]	-2%
Cc1nnc(SCC(=O)NCc2cccs2)[nH]c1=O	-3%	3	nt	-11%	-34%	3%	nt	-50%	-6%
O=C(NC(=O)N1CCCCC1)c1ccc(Cl)cc1	-13%	-4	25%	-10%	-16%	1%	-6%	26%	-1%
O=C(CCc1ccccc1)OCC(=O)c1ccc(Br)cc1	-2%	-3	9%	-9%	4%	0%	5%	16%	2%
CCOC(=O)C1CCN(Cc2cnc(Oc3ccc(N)cc3)s2)CC1	-2%	2	-4%	-22%	-7%	14%	i	-42%	-11%
Cc1nc(Nc2ccccc2)[nH]c(=O)c1CCC(C)C	-16%	-4	36%	-2%	9%	nt	i	26%[59 µM]	1%
COC(=O)c1ccc(NC(=S)NC(=O)c2c(Cl)cnn2C)cc1	-8%	-8	10%	-12%	-28%	-8%	i	?	31%[activator]
COc1ccc(N(CC(=O)Nc2ccccc2SC)S(C)(=O)=O)cc1OC	-9%	1	28%	0%	-24%	nt	-4%	?	-12%
Nc1ncnc2c1ncn2-c1ccccc1Cl	-16%	?	33%	7%	nt	-5%	-10%	nt	16%
Cc1cc(-n2c(=S)sc3c(=O)n(-c4ccc(F)cc4)c(SCC(=O)O)nc32)ccc1Cl	1%	-1	6%	-8%	-2%	22%	-20%	-18%	?
Cc1cc(NC(=O)CSc2nc(-c3cccs3)nc3ccccc23)no1	-4%	-14	31%	-5%	5%	-3%	-5%	-17%[12.7 µM]	22%
CN(C)Cc1c(C(=O)Nc2ccccc2)[nH]c2ccccc12	-17%	1	10%	-22%	8%	1%	1%	13%[2.33 µM]	-3%
Cc1nc2sc(C(c3ccc(Cl)cc3)N3CCN(c4ccccc4F)CC3)c(O)n2n1 (centres undefined)	-14%	26	16%	-25%	-30%	-6%	4%	?	-1%
Cc1cc(C)c2c(-n3cccc3)c(C(=O)NNS(=O)(=O)c3ccc(F)cc3)sc2n1	-18%	2	25%	-21%	?	-9%	1%	84%[activator][59 µM]	-12%

The list continues.
SMILES	POLH inh	PI4K2A inh	HP1b binding inh	JMJD2A Tudor	BAZ2B block	GLS inh	Tb PGK inh	G9a inh	Pin1 inhibitor
Cc1cc2ncc(C(=O)N=CN(C)C)cn2n1	-8%	3	35%	-2%	-10%	7%	6%	6%	12%
COc1ccc(/C=C2\SC(=O)N=C2N)cc1OC	-13%	-1	25%	-24%	-3%	2%	?	12%[59 µM]	-4%
Cc1cc(-n2c(SCCC#N)nnc2-c2cccnc2)ccc1Cl	-18%	3	18%	-16%	-7%	-3%	4%	14%[59 µM]	-5%
CC(=O)c1ccc(S(=O)c2ccccc2)cc1 (centres undefined)	-15%	-8	13%	4%	-1%	-10%	-1%	25%[59 µM]	-9%
O=C(O)COc1ccccc1/C=C1\SC(=Nc2ccc(F)cc2)N(c2ccc(F)cc2)C1=O	56µM*	-1	32%	-31%	79µM*	20%	?	?	-17%

2 compounds from above, showing only G9a inh, POLH inh and HP1b binding inh.
SMILES	G9a inh	POLH inh	HP1b binding inh
Cc1noc(C)c1C(=O)OCC(=O)Nc1cccc(S(N)(=O)=O)c1	4%[12.7 µM]	4%	6%
CCN(CC)CCCNC(=O)Cn1cnc2sc(C)c(S(=O)(=O)N3CCN(c4ncccn4)CC3)c2c1=O	-36%	-8%	29%

Not all compounds are listed, so the mix of outcomes need not match the whole.
